Screening results: PubChem BioAssay, National Center for Advancing Translational Sciences (NCATS)
Vif-A3F inh: inhibitors of Vif-A3F interaction | Potency, µM (titrated, usually from 46.1 µM), inactives show at the highest dose activity, negative = active | AID 602313 | 390,000 tested, 0.2% active | HeLa A3F-eYFP + Vif (tagged APOBEC3F with the HIV-1 protein that degrades it), YFP fluorescence increase; note: potency is the fitted concentration of half-maximal effect; % of control where 0% means no effect; nearly all actives have a fitted effect of over 65% in size
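Fluorescence increase (Ex 488/Em 500-530) after overnight compound treatment at 37 deg C flags inhibition of Vif-driven A3F-eYFP loss in stable HeLa A3F-eYFP/Vif cells seeded overnight beforehand.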
D1 antag: blocks dopamine activation of the human D1 receptor. HEK293 TREx D1 cells, calcium flux, dopamine EC80; active compounds read low. AID 504652. 360,000 tested, 3.2% active. activity change, negative = inhibition, % at 10 µM; in the data active = activity change below about -30%; note: % is set by controls: 0 for no effect and ±100 for the full control effect
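Tetracycline-induced HEK293 T-REx cells with force-coupled D1 receptor were loaded with a no-wash calcium dye. Compound was added after a 10 s baseline and read kinetically for 180 s; EC80 dopamine was then added and calcium flux followed another 180 s.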
D1 ag: agonists of human D1 dopamine receptor; P21728; HEK293 T-REx D1 cells, calcium flux, agonist mode; activation, % at 2 µM; 360,000 tested, 1% active; AID 504660; in the data active = activation above about 30%; note: 0% is about no effect
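Tetracycline-induced HEK293 TREx D1 cells, force-coupled to calcium signalling, were dye-loaded with a no-wash calcium kit. Compound was pin-added after a 10 s baseline. Fluorescence was read kinetically at 1 cycle/s for 180 s, with calcium rises flagged as agonism.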
GRP78 ERSR act: ER stress response induction in glioma | U87-MG GRP78 promoter luciferase reporter, 16 h | Potency, µM, for the others: at the highest dose activation, actives largely listed as activators | 420,000 tested, 0.02% active | AID 602332; note: potency is the fitted concentration of half-maximal effect; series mostly up to about 76 µM; % of control where 0% means no effect; nearly all actives have a fitted effect of over 35% in size
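ERSR induction read as luciferase luminescence (Bright-Glo, 10 min at room temperature) in stably transfected human U87-MG glioma cells exposed to compounds for 16 h, using GRP78 as sensor.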
RXFP1 agonist: activates the human relaxin receptor RXFP1; HEK293T-RXFP1 cAMP TR-FRET, 30 min; response scale: percent of porcine relaxin response, buffer zero; Q9HBX9; 370,000 tested, 0.3% active; Potency, µM (highest dose often 57.5 µM), for the others: at the highest dose activation, hits mostly activators; note: potency is the fitted concentration of half-maximal effect; % is set by controls: 0 for no effect and ±100 for the full control effect; nearly all actives have a fitted effect of over 60% in size; many of its hits are not listed in these tables
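cAMP rise read by TR-FRET after 30 min, 37C compound exposure (up to 58 uM) in RXFP1-transfected HEK293 cells with Ro 20174 present. EC50 from Hill-equation fits, with 29 nM porcine relaxin as 100% and buffer as basal.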
D2 potentiator: positively modulates the human D2 dopamine receptor allosterically; potentiation, % at 10 µM; 340,000 tested, 0.34% active; HEK293 T-REx D2, calcium flux, EC20 dopamine potentiation;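 active = potentiation over 3 SD above the plate norm, cut at about 30% in these data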; note: 0% is about no effect
Target sequence (P14416 whole entry, looked up): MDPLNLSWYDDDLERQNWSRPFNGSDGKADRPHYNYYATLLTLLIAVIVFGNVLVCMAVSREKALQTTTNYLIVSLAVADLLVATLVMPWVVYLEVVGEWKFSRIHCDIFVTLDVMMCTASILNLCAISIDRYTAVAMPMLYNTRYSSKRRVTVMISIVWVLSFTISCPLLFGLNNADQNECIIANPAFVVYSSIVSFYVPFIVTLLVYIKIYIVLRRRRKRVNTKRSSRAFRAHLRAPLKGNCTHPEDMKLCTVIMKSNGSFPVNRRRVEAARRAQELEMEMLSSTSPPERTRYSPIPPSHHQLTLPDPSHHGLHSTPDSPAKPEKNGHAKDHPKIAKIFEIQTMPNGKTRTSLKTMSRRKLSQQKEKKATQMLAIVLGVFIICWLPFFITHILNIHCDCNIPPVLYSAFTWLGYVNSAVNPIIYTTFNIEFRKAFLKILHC
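Potentiation of an EC20 dopamine calcium response is measured in a force-coupled, tetracycline-inducible Hek293 Trex D2 line. Compound-only kinetic reads over 180 s flag agonists before dopamine addition.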
LDHA block: LDHA (human) enzyme inhibition; purified LDHA, NADH/diaphorase-resazurin fluorescence; active compounds read low; activity change, % (values are at about 110 or 230 µM); 480,000 tested, 0.15% active; in the data active = activity change below about -30%; inconclusive = mostly about -25% to -30%;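 note: plate controls were DMSO wells for no effect and wells without enzyme for full effect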
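Human LDH5 at 2 nM final in Tris HCl pH 7.4 with 0.06 mM NADH and 0.2 mM pyruvate, reacted 5 minutes at room temperature. Remaining NADH coupled via diaphorase/resazurin; resorufin fluorescence read at 0 and 20 minutes, normalized to enzyme-free and DMSO wells.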
Vif-A3G inh: Vif-A3G binding inhibition. HeLa A3G-eYFP + Vif (tagged APOBEC3G with the HIV-1 protein that degrades it), YFP fluorescence, overnight. AID 602310. Potency, µM (highest dose often 46.1 µM), for inactives: top-dose activity, negative = active, hits mostly inhibitors. 410,000 tested, 0.076% active. Q9HC16;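 note: potency is the fitted concentration of half-maximal effect; % is set by controls: 0 for no effect and ±100 for the full control effect; nearly all actives have a fitted effect of over 60% in size; hits raise eYFP signal because A3G escapes Vif-driven loss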
Target sequence (Q9HC16 whole entry, looked up): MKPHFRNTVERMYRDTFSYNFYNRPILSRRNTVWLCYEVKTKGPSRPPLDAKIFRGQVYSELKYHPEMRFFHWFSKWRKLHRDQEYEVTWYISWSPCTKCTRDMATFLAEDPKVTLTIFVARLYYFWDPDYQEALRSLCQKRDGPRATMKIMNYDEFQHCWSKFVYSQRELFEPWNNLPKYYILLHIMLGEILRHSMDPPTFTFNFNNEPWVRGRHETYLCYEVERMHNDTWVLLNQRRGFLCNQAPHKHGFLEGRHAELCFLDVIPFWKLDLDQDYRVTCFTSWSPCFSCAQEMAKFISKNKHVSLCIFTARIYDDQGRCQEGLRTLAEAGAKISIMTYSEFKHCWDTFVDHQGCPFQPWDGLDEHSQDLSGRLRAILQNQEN
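Read-out is eYFP fluorescence (Ex 488/Em 500-530) from Vif-expressing HeLa A3G-eYFP cells; more signal means A3G escaped Vif-mediated degradation. Cells plated overnight, compound pinned in, incubated overnight at 37 deg C.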
D1 PAM: human D1 dopamine receptor positive modulation; P21728; HEK293 TREx D1 cells, calcium flux, dopamine EC20 potentiation; potentiation, % at 10 µM; 360,000 tested, 0.036% active; in the data active = potentiation above about 30%; note: 0% is about no effect
An asterisk follows results filed as active; ? = inconclusive; / = not tested or not shown; & = joins results of further samples. Unless noted, calls come from the whole dose curve; as a rule, active = well fitted curve in the direction sought with a large enough effect; inconclusive = small, poorly fitted or top-dose-only effect, or another doubt; inactive = no such curve, though single readings can be large; an effect the other way counts as inactive or inconclusive. Not all compounds are listed (hit frequency here may not be typical).

The first 2 compounds (preview)
no.	Compound	D1 antag	D1 ag	LDHA block	D1 PAM	RXFP1 agonist	GRP78 ERSR act	Vif-A3G inh	Vif-A3F inh	D2 potentiator
1	Oc1ccc(COCc2ccccc2)c2cccnc12	-1.5&-7.1	1.4&2.2	5.9	-4.6&-1.2	0.5%&-0.8%	-1.8%	-6.4%	3.7%	19.6&22.7
2	Cc1ccc(C(=O)Nc2cccc3ccccc23)cc1	4.8	1.9	-0.5	3.5	0.0%	1.8%	2.3%	2.5%	10.9

All compounds of this part, from the first entry:
no.	Compound	D1 antag	D1 ag	LDHA block	D1 PAM	RXFP1 agonist	GRP78 ERSR act	Vif-A3G inh	Vif-A3F inh	D2 potentiator
1	Oc1ccc(COCc2ccccc2)c2cccnc12	-1.5&-7.1	1.4&2.2	5.9	-4.6&-1.2	0.5%&-0.8%	-1.8%	-6.4%	3.7%	19.6&22.7
2	Cc1ccc(C(=O)Nc2cccc3ccccc23)cc1	4.8	1.9	-0.5	3.5	0.0%	1.8%	2.3%	2.5%	10.9
3	Cc1ccc(S(=O)(=O)n2nc(C)c(S(=O)(=O)N3CCCCC3)c2C)cc1	-16.1&2.8	1.3&3.4	-1.8&-4.7	-8.2&-2.0	4.0%&-2.0%	-4.0%&-3.1%	-1.9%&4.8%	-4.8%&-3.5%	4.1&-0.4
4	COc1ccc2[nH]c3c(c2c1)CCN1C(=O)C(CC(=O)NC/C=C(\C)CCC=C(C)C)C[C@H](C(=O)N(C(C)C)C(C)C)[C@@]31C (some centres not stated)	/	/	-0.2	/	/	6.9%	-19.3%	?	/
5	CCCCCCn1c(COc2ccccc2F)nnc1SCC(=O)NC1CCS(=O)(=O)C1 (configuration not stated)	/	/	0.8	/	/	-3.0%	-3.7%	4.5%	/
6	Cc1cccc(NC(=O)c2ccc(N(C)C3CCCCC3)c([N+](=O)[O-])c2)n1	-3.2	1.0	-2.9	2.6	0.3%	3.6%	-8.6%	0.1%	-8.9
7	COc1ccc(NC(=S)N(Cc2ccc(C(=O)O)cc2)Cc2ccc(OC)c(OC)c2)cc1	17.7	1.5	-3.0	-0.9	0.3%	-2.3%	2.5%	-9.7%	6.1
8	CN(CC#CCC(c1ccccc1)c1ccccc1)C(C)(C)C	-6.3	8.4	-4.7	-5.3	-2.7%	-0.1%	0.4%	-4.9%	-2.9
9	COc1ccc(CSc2nnc(CNS(C)(=O)=O)o2)cc1	-3.3	5.0	2.8	-2.9	1.4%	1.0%	1.9%	-0.4%	0.6
10	COc1cccc(OC)c1C(=O)Oc1ccc2c(c1)O/C(=C\c1ccncc1)C2=O	-20.5	2.6	-8.1	-0.3	0.4%	1.7%	?	-15.9%	-0.1
11	COc1ccc(C)cc1S(=O)(=O)N(C)CC(=O)N1CCN(c2ccccc2)CC1	-4.8	1.2	-0.6	0.4	-0.8%	-6.3%	-7.7%	-19.4%	3.0
12	Cc1ccccc1C(=O)N/N=C1/SCC(=O)N1Cc1ccc2c(c1)OCO2	-13.0	2.5	-2.8	-1.9	-0.1%	-2.1%	-0.3%	-12.7%	-1.0
13	CCC(Sc1nc2c(c(=O)n1CC)SC(C)C2)C(=O)OC (configuration not stated)	15.6	-0.6	-7.8	4.7	-1.7%	-3.9%	1.6%	-16.6%	8.6
14	COc1cc(OC)cc(C(=O)N[C@H](C(=O)Nc2c(C)n(C)n(-c3ccccc3)c2=O)C(C)C)c1	/	/	-3.5	/	/	-4.3%	0.1%	-0.5%	/
15	COc1cc(C(=O)NCC2CCCO2)cc(OC)c1OC (configuration not stated)	-2.0	-0.8	-0.4	-5.0	0.4%	-2.7%	-0.3%	-9.8%	-6.4
16	Cc1ccc2[nH]c(C)c(CC(=O)O)c2c1	4.9	8.6	-5.8	-5.5	0.6%	2.7%	0.2%	-13.4%	11.3
17	O=C(Nc1nc(=S)ss1)c1ccc(Cl)cc1Cl	0.4	1.1	-4.7	-3.5	3.0%	-3.0%	-3.0%	-8.1%	13.5
18	Cc1cccc(C)c1OCc1cc(C(=O)NC2CCC(O)CC2)no1 (configuration not stated)	16.9	2.9	-1.8	-10.0	0.3%	-2.3%	-8.4%	-4.4%	9.2
19	CCCCn1cnc2c(=S)nc(N)[nH]c21	-1.2	1.8	-1.7	-5.1	5.9%	-5.8%	2.1%	11.2%	5.2
20	CCOC(=O)c1cnc2ccc(Br)cc2c1NCCO	7.9	-0.3	-5.5	-4.7	2.7%	-0.9%	-8.2%	-1.9%	2.3
21	Cc1c(C(=O)N2CCc3ccccc3C2)oc2ccc(S(=O)(=O)N3CCCCCC3)cc12	8.8	2.5	-2.9	-4.0	1.1%	-3.8%	2.0%	2.8%	-1.1
22	O=C(O)c1ccc(C(=O)Nc2ccc(F)cc2)cc1	-11.8	0.7	-4.1	-6.8	0.2%	-0.2%	-0.4%	3.9%	-5.0
23	COc1ccc2nc(C)cc(SCC(=O)N/N=C/c3cccc4ccccc34)c2c1	10.3	1.8	-0.9	-0.8	0.2%	-4.1%	?	-8.4%	-1.5
24	O=C(NC1CC2CCCC(C1)N2Cc1cccs1)N1CCOCC1 (configuration not stated)	7.3	1.2	1.0	-8.0	1.8%	-2.9%	5.1%	4.7%	/
25	Cc1ccc(Cl)cc1C1=CC(=O)C[C@H](c2ccc(F)cc2)C1	/	6.5	-0.4	5.0	2.3%	-0.8%	0.8%	-3.3%	-14.2
26	Cc1cc(/C=N/NC(=O)c2cccc(N(C)C)c2)c(C)n1-c1cc(C(=O)O)cc(C(=O)O)c1	-18.7	1.8	-1.7	2.4	-3.7%	3.6%	-1.2%	-2.7%	-11.6
27	CN(C)c1ccc(/C=N/NC(=O)C(=O)N2CCCCCC2)cc1	-6.5	0.6	-5.5	-7.8	1.0%	5.9%	-6.9%	7.9%	2.7
28	COc1ccc(-c2c(-c3ccc(O)cc3O)n[nH]c2C(F)(F)F)cc1	-15.2	2.8	0.6	-2.5	0.6%	-0.3%	-14.9%	-7.5%	2.6
29	CC1CCc2c(sc3nc(C4CC4)nc(N4CCN(C(=O)c5ccco5)CC4)c23)C1 (configuration not stated)	/	/	-2.1	/	/	-3.1%	-3.9%	0.0%	/
30	O=C(c1cc(-c2ccc(Cl)cc2)n[nH]1)N1CCN(C(=O)c2ccco2)CC1	-8.9	1.1	-1.4	-1.4	-0.3%	-7.6%	0.2%	2.5%	-9.0

Additional records follow.
no.	Compound	D1 antag	D1 ag	LDHA block	D1 PAM	RXFP1 agonist	GRP78 ERSR act	Vif-A3G inh	Vif-A3F inh	D2 potentiator
31	CN(C(=O)c1cc(-n2cnnc2)ccc1Cl)c1ccccc1	-0.7	3.2	-3.0	-0.5	0.9%	5.3%	-2.3%	-9.1%	3.2
32	CCN(C(=O)COC(=O)c1ccccc1SCC(=O)NC1CCCCCCC1)C1CCS(=O)(=O)C1 (configuration not stated)	13.3	0.2	-7.3	-1.1	0.3%	0.4%	-1.4%	-11.4%	13.0
33	CCC(C)[C@H](NC(=O)Nc1cccc(OC)c1)C(=O)OC (some centres not stated)	-0.6	-0.1	-8.1	0.3	0.4%	-5.4%	-0.8%	-0.9%	-10.1
34	Cc1cc(=O)n(Nc2ccccc2)c(O)c1C#N	/	/	7.7	/	/	-1.0%	1.5%	-11.2%	/
35	Cc1nn(C)c(Oc2cccc(Cl)c2)c1C=O	-2.3	1.3	-9.8	5.0	-3.2%	-3.5%	-0.3%	-3.1%	0.7
36	CCCCC(=O)Nc1ccc(N2CCN(c3ccc(F)cc3)CC2)cc1	-3.1	2.0	-9.8	5.1	0.2%	-4.7%	-2.4%	2.6%	5.4
37	O=Cc1ccccc1OCCOc1ccccc1C=O	11.1	0.8	-7.4	2.0	-0.7%	0.0%	?	-16.3%	6.7
38	O=C(COC(=O)c1ccc([N+](=O)[O-])s1)Nc1ccc(F)cc1	-38.4*	4.4	-0.7	-2.9	-2.2%	6.2%	4.1%	-9.6%	-3.5
39	Cc1ccc(S(=O)(=O)N2CCOCC2)cc1C(=O)OCC(=O)NCCc1ccccc1	/	/	3.2	/	/	-2.2%	0.5%	-13.8%	/
40	COc1cccc(-c2nnc(SCC(=O)OC(C)C)n2Cc2ccco2)c1	0.9	0.7	-7.8	1.2	3.2%	-5.3%	0.9%	4.3%	-4.2
41	CCOC(=O)CC1C(=O)NCCN1c1nc2ccc(C)cn2c(=O)c1/C=C1\SC(=S)N(C(C)CC)C1=O (configuration not stated)	-47.3*	583.8*	/	33.7*	-4.1%	/	/	/	-5.9
42	CC(=O)Oc1ccc(/C=C2/Oc3ccccc3C2=O)cc1	11.1	12.0	-0.4	1.2	0.4%	0.7%	-23.0%	?	7.1
43	CC(C(=O)N(C)c1ccccc1)N1CCN(C(=O)c2ccccc2)CC1 (configuration not stated)	-2.7	1.2	-3.8	-3.2	0.9%	0.6%	0.7%	-17.6%	0.5
44	Cc1cccc(-n2c(SCc3cc(=O)n4ccsc4n3)nc3ccccc3c2=O)c1	6.2	1.9	-4.9	4.2	1.9%	-3.7%	-1.3%	0.9%	8.9
45	Cc1ccc(-c2nnn(CC(=O)Nc3cccc4c3CCCC4)n2)o1	6.9	5.0	-4.6	3.0	1.8%	-5.0%	-7.9%	0.0%	0.2
46	CC1(C(=O)Nc2nc3ccccc3s2)CC1(Br)Br (configuration not stated)	-9.7	10.0	0.1	-2.8	20µM*	13.2%	-3.8%	0.0%	4.8
47	Cc1cc(Cl)ccc1OCC(=O)OCC(=O)NC1CCS(=O)(=O)C1 (configuration not stated)	10.1	-0.5	-5.3	-0.5	0.4%	-1.6%	-12.2%	-2.9%	12.7
